Yfh1-off respiration: enhancers of respiration in Yfh1-depleted yeast, dose response, Friedreich's ataxia, plus single-dose screen (AID 1465); S. cerevisiae Yfh1-off respiration, WST-1 reduction, 72 h; higher fold induction means a stronger effect; 220,000 compounds, 0.074% hits; one-dose fold induction at 50 µM; EC50 in µM for titrated hits;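 active = fold induction of absorbance versus untreated yeast above a set limit, then at least 30% activation at any dose in follow-up; inconclusive = repeats straddling the limit, or above it without dose testing; inactive = fold induction below the set limit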;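 note: activators that raise dye reduction in frataxin-depleted yeast; strong numbers were not always called active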
MT stabilize HCS: microtubule stabilization, imaging screen | HeLa tubulin immunostaining HCS, 24 h; share of cells brighter than vehicle mean+2SD | 200,000 compounds, 0.83% hits | % tubulin-high responders, % at 10 µM;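 active = plate Z-score above 3 for both tubulin-high and condensed-nucleus cell shares, with cell loss under 80%, at 10 µM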;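 note: anti alpha tubulin signal scored within the nucleus-defined area of each cell; some results filed as inactive read as strong as hits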
Insulin prom up: MIN6 insulin promoter up-regulation; z-score at 5 µM; 190,000 compounds, 0.3% hits; AID 1625; MIN6 insulin promoter-GFP reporter, high-content imaging; stronger effect = higher value;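 active = z-score above 3 at 5 µM with at least 500 cells counted in the well; inconclusive = wells under 500 cells, flagged as cytotoxic or low count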
AID2073: inhibitors of Mint1-CaV2.2 protein interaction, biochemical, HTRF (AID 2073); inhibition, % at 20 µM; hits with a dose series show IC50 in µM; HTRF protein-protein interaction, Mint1-CaV2.2; higher % means a stronger effect; 290,000 compounds, 0.19% hits; in the data active = inhibition mostly above about 51%, no sharp cut-off; inconclusive = no clear call, values can overlap the other calls; inactive = mostly below about 53%; note: some results filed as inactive read as strong as hits
HIV peptide binding: inhibitors of HIV fusion peptide binding, primary screen, biochemical, uHTS, fluorescence dequenching (AID 1986). cell-free peptide binding, fluorescence dequenching, 30 min; higher % means a stronger effect. 290,000 compounds, 0.3% hits. inhibition, % at 20 µM, or IC50 in µM where a hit was titrated; in the data active = inhibition mostly above about 52%, no sharp cut-off; inactive = mostly below about 76%; note: some results filed as inactive read as strong as hits
Autophagy mod: modulators of autophagy. MEF GFP-LC3 puncta imaging; test concentration mostly 10 µM. calls only at 10 µM (by protocol). 190,000 compounds, 0.98% hits;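 active = percentage of spot-positive cells more than 3 SD above its plate mean, without a fluorescence outlier flag or 80% toxicity; inconclusive = no clear call, values can overlap the other calls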;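 note: spot-positive cell cutoff set from DMSO-treated cells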
bCat nuc transl: beta-catenin nuclear translocation modulation; HeLa beta-catenin nuclear translocation, immunofluorescence imaging; nuclear translocation activity, % at 5 µM; 190,000 compounds, 0.3% hits;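 active = nuclear translocation activity above 50% at 5 µM, with a well cell count of 50 or more; inconclusive = wells under 50 cells across six images, flagged as toxic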;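 note: per-cell ratio of nuclear to cytoplasmic median beta-catenin stain intensity; plate controls were DMSO negative control for no effect and GSK-3 inhibitor IX positive control for full effect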
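System: Human HeLa cells, endogenous beta-catenin | Compound dosing: 5 µM primary, 0.02–20 µM confirmation | Timing: 24 h compound exposure at 37°C, 5% CO2 | Measured by: Fluorescence imaging of beta-catenin antibody stain plus DAPI | Read-out basis: % activation of per-cell nuclear versus cytoplasmic median beta-catenin signal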
WT yeast gro inh: growth inhibition of WT yeast, mitochondrial fusion screen | mitochondrial fusion phenotypic screen, WT strain | inhibition, % at 10 µM | AID 1362 | 190,000 compounds, 2.1% hits; in the data active = inhibition above about 58%; tested in S. cerevisiae
Dynein transport: blocks dynein driven cargo transport along microtubules | 3617.4 mouse cells, GR-EGFP nuclear translocation imaging; test concentration mostly 20 µM; stimulated with dexamethasone, 1 µM; stronger effect = lower value | z-score, hits read low | 220,000 compounds, 0.47% hits | AID 1381;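 active = plate z-score of nuclear minus cytoplasmic receptor signal below a set negative limit, without overly bright fluorescence or cell loss, cut at about -3.5 in these data, passing the limit was not always enough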;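 note: z-score of nuclear minus cytoplasmic ring GR-EGFP intensity difference per well; some compounds called inactive have numbers as strong as hits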
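Buffer or medium: tet-free medium with charcoal-stripped serum / Also added: dexamethasone agonist, 1.0 µM final, for 30 min / Timing: induction 48 h, compound 1 h, agonist 30 min / Measured by: high-content fluorescence imaging after fixation / Read-out: nuclear-to-cytoplasmic GR-EGFP distribution per well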
WT yeast gro inh mutant strain: further read-out of WT yeast gro inh, marked with its call; inhibition, %; mitochondrial fusion phenotypic screen, mutant strain inhibition
Dynein transport cytoplasmic EGFP: further read-out of Dynein transport, marked with its call; z-score; measured here: cytoplasmic GR-EGFP intensity; stronger effect = higher value
Dynein transport nuclear GR-EGFP: also measured in Dynein transport; calls as there; z-score; measured here: nuclear GR-EGFP intensity;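 lower value marks the stronger effect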
Dynein transport cell count: second read-out of Dynein transport, no call of its own (marks repeat the call); z-score; measured here: cell count per field
Insulin prom up cell count: second read-out of Insulin prom up, no call of its own (marks repeat the call); cell count; measured here: cytotoxicity, nuclei count;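 total cells summed across four imaged fields per well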
bCat nuc transl cell count 5 µM: recorded beside bCat nuc transl, whose call it bears; cell count; measured here: cell count, cytotoxicity flag
MT stabilize HCS Hoechst-high %: also measured in MT stabilize HCS; calls as there; % Hoechst-high responders; measured here: nuclear condensation Hoechst responders;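 share of cells brighter than vehicle mean plus two SD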
MT stabilize HCS cytotoxicity %: also measured in MT stabilize HCS; calls as there; toxicity, %; measured here: cytotoxicity by cell density;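 0% = mean cell density of plate MIN control wells and 100% = no cells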
Autophagy mod cell loss 18 h: second read-out of Autophagy mod, no call of its own (marks repeat the call); toxicity, %; measured here: cell loss, nuclei count;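 cell loss after 18 h compound exposure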
The depositor's hits bear a star; i = inactive; u = inconclusive; x = not tested or not shown; + = active, no number. The order is random; about 4.2% have a hit in one of these screens.

SMILES	Yfh1-off respiration	MT stabilize HCS	MT stabilize HCS Hoechst-high %	MT stabilize HCS cytotoxicity %	Insulin prom up	Insulin prom up cell count	AID2073	HIV peptide binding	Autophagy mod	Autophagy mod cell loss 18 h	bCat nuc transl	bCat nuc transl cell count 5 µM	WT yeast gro inh	WT yeast gro inh mutant strain	Dynein transport	Dynein transport cytoplasmic EGFP	Dynein transport nuclear GR-EGFP	Dynein transport cell count
Cc1ccc(S(=O)(=O)N2CCN(CC(=O)N/N=C/c3ccccc3OCC(=O)O)CC2)cc1	i	x	x	x	x	x	-2%	2.1%	x	x	-0.2	1291	x	x	-0.8	-0.23	0.19	-0.077
COn1c(-c2ccccc2)nc2ccc(Cl)cc21	i	2.6	0.9	5.9	0.46	1508	40%	6.1%	i	-6	-0.5	1451	4	25	0.081	-0.18	-0.15	0.24
COc1ccccc1-c1c(C#N)c(SCC(=O)N2CCCC2)nc(C)c1C(N)=O	i	4.1	2.0	10	-0.32	1283	9%	0.0%	i	12	-6.4	1010	-1	-1	-0.6	-0.29	-0.34	0.24
Cc1cc(C)n(-c2nc(NCC(C)O)c3c4c(sc3n2)CCCC4)n1 (stereo not drawn)	i	6.0	3.9	4.6	1.2	1184	5%	-0.3%	i	15	-1.2	1218	6	4	-0.16	-0.14	0.025	-0.18
CCN(c1ccccc1)S(=O)(=O)c1ccc(NC(=S)NC(=O)c2cccs2)cc1	i	1.4	1.9	9.9	0.37	1669	2%	2.6%	i	-5	-0.6	1424	9	5	-0.68	-0.22	-0.74	0.58
Cc1cc(Br)ccc1SCC(=O)Nc1cccnc1	i	1.7	1.3	2.7	0.22	1237	9%	1.2%	i	12	1.2	1141	37	-6	-0.54	1.8	-0.42	0.52
COc1ccc(SCC(=O)Nc2ccccc2Cl)cc1	i	1.8	1.6	3.3	x	x	0%	0.1%	i	-18	0.4	1524	15	10	-0.67	-0.25	-0.24	0.5
COCc1cc(C)nc2oc(C(=O)c3ccccc3)c(N)c12	i	5.9	3.2	5.9	0.23	1611	-2%	-1.1%	i	3	-6.3	1045	0	8	-0.18	0.87	0.61	0.2
COC(CNC(=O)[C@H](CSCc1ccccc1)N1Cc2ccccc2C1=O)OC	i	2.4	2.4	6.8	-0.4	1318	14%	1.8%	i	-1	0.8	1056	-6	16	0.049	-0.34	-0.19	1.4
Cc1cc(C)cc(NC(=O)c2cc(S(=O)(=O)NCc3ccco3)ccc2F)c1	i	5.3	1.5	4.6	-0.33	1356	16%	2.0%	i	11	0.0	1411	-22	12	0.6	-0.17	0.46	-0.82
C/C=C(/C)C(=O)O[C@@H]1c2c(ccc3ccc(=O)oc23)O[C@@H]1C(C)(C)OC(=O)/C(C)=C\C	i	4.5	2.7	5.0	-1.3	1040	14%	3.4%	i	0	-1.0	523	26	-5	-0.41	-0.3	0.17	0.38
O=C(CC1(O)C(=O)N(Cc2cccc3ccccc23)c2ccccc21)c1cccnc1 (stereo not drawn)	i	2.5	2.1	7.1	x	x	24%	-0.7%	+	62*	-2.3	885	2	7	-0.97	-0.17	-0.19	0.82
CCC(CO)NC(=O)c1ccccc1C(F)(F)F (stereo not drawn)	i	x	x	x	0.41	1406	-15%	-1.4%	x	x	-1.3	1083	x	x	1.5	-0.26	0.28	-0.33
CCOc1ccc(N(CC(=O)NC2CCCC2)C(=O)CSc2nnc(COc3ccccc3)o2)cc1	i	2.5	1.5	9.4	0.35	884	2%	2.7%	i	-1	x	x	17	9	2.4	-0.071	2.6	-2.4
COc1ccc(S(=O)(=O)N2CCOC2CNC(=O)C(=O)NCc2ccco2)cc1C (stereo not drawn)	i	x	x	x	0.77	1001	-3%	-0.1%	x	x	-0.6	1342	x	x	-0.53	-0.21	0.36	-0.99
CCCCOC(=O)c1ccc(NC(=O)CSc2nncn2C)cc1	i	3.8	1.9	8.4	0.69	1313	-4%	-3.8%	i	-17	0.3	1192	-4	-12	-0.98	-0.079	-0.27	0.087
CCOc1ccc(N(CC(=O)NCc2cccs2)S(=O)(=O)c2c(C)noc2C)cc1	i	5.8	3.0	6.7	0.41	966	-6%	1.7%	i	4	-6.5	1191	7	-1	1.3	-0.21	1.2	-0.75
COC(=O)c1cc(NS(=O)(=O)c2ccc(C)c3ccccc23)ccc1N1CCOCC1	i	x	x	x	1.9	905	1%	-2.5%	x	x	-0.6	1333	x	x	1.1	-0.24	1.1	-0.34
Clc1ccccc1Cn1nnc2c(Nc3ccccc3)ncnc21	i	2.4	2.0	4.1	x	x	7%	-2.3%	i	44	-2.1	985	29	17	-0.018	-0.12	0.84	0.29
COc1ccc(C2=NN(C(=O)CCC(=O)O)C(c3cccs3)C2)cc1 (stereo not drawn)	i	5.6	2.1	9.5	-0.49	1341	-8%	-2.3%	i	-6	-0.9	975	-14	7	0.3	-0.33	0.075	0.3

Overlap with the part before: two entries, then new ones.
SMILES	Yfh1-off respiration	MT stabilize HCS	MT stabilize HCS Hoechst-high %	MT stabilize HCS cytotoxicity %	Insulin prom up	Insulin prom up cell count	AID2073	HIV peptide binding	Autophagy mod	Autophagy mod cell loss 18 h	bCat nuc transl	bCat nuc transl cell count 5 µM	WT yeast gro inh	WT yeast gro inh mutant strain	Dynein transport	Dynein transport cytoplasmic EGFP	Dynein transport nuclear GR-EGFP	Dynein transport cell count
Clc1ccccc1Cn1nnc2c(Nc3ccccc3)ncnc21	i	2.4	2.0	4.1	x	x	7%	-2.3%	i	44	-2.1	985	29	17	-0.018	-0.12	0.84	0.29
COc1ccc(C2=NN(C(=O)CCC(=O)O)C(c3cccs3)C2)cc1 (stereo not drawn)	i	5.6	2.1	9.5	-0.49	1341	-8%	-2.3%	i	-6	-0.9	975	-14	7	0.3	-0.33	0.075	0.3
CC/C(C)=N/N1C(=O)c2ccccc2NC1(C)CC (stereo not drawn)	i	2.9	1.5	13	0.63	1649	-8%	-0.7%	i	0	0.0	854	7	11	0.18	-0.091	-0.046	0.3
O=C(c1cc(-c2ccc3c(c2)OCO3)on1)N1CCN(c2ccccc2)CC1	i	3.9	2.1	8.6	-0.51	1045	9%	-1.8%	i	1	-0.2	750	31	19	-0.6	-0.33	-0.18	-0.42
CN(CCC#N)C(=O)COC(=O)c1ccc(Cl)c(S(=O)(=O)N(C)c2ccccc2)c1	i	1.4	1.7	13	0.34	1603	-3%	0.3%	i	-4	-1.0	860	-1	-5	2.8	-0.1	2.3	-1.6
CCOc1cc(-c2cc(-c3ccc(N)cc3)nc(N)c2C#N)ccc1O	i	1.6	1.1	3.1	-0.07	1156	43%	-1.3%	i	-15	-0.3	1133	14	11	0.19	-0.14	0.48	-1.2
O=C(CSCC(=O)OCC(=O)c1ccc(Br)cc1)Nc1cccc2ccccc12	i	1.8	1.4	5.4	0.84	1388	-4%	4.2%	i	-30	-0.1	1377	17	6	-0.067	-0.15	0.51	0.064
CCOC(=O)c1cn2nc(Oc3ccc(OC)cc3)ccc2n1	i	x	x	x	-0.13	1089	-9%	0.2%	x	x	-0.9	1336	x	x	1.6	-0.088	1.4	-1.8
O=C(NCSc1ccncn1)c1ccccc1	i	5.2	2.8	5.0	0.14	1594	-21%	-0.7%	i	-5	1.3	1309	-13	-5	0.48	-0.26	0.3	-0.15
O=C(O)/C=C/C(=O)N1CCN(c2cccc(Cl)c2)CC1	i	1.9	2.5	2.2	0.48	1435	19%	0.4%	i	-3	1.0	1464	-6	-3	-0.13	-0.23	-0.096	-0.12
Cc1nc(-c2cc(-c3nc(-c4ccc(C(F)(F)F)cc4)no3)no2)cs1	i	x	x	x	0.56	1380	-1%	-1.0%	x	x	-0.2	1029	x	x	-0.22	-0.3	-0.52	1.4
Brc1cc(Br)cc(CN2CCSCC2)c1	i	x	x	x	0.47	1053	-5%	-0.7%	x	x	-0.8	1307	x	x	0.64	-0.17	0.31	0.25
CCn1cc(C(=O)N2CCc3ccccc32)c(=O)c2cc(S(=O)(=O)N(C)C3CCCCC3)ccc21	i	3.7	0.6	1.3	-0.06	1125	3%	0.4%	i	6	-6.2	529	83*	-19*	-1.1	0.0047	-0.0056	0.91
CC(C)(C)C(=O)Nc1nnc(-c2ccccc2)c(-c2ccccc2)n1	i	x	x	x	-0.85	1407	-2%	-1.2%	x	x	-0.8	1335	x	x	-0.18	-0.26	-0.36	0.19
COC(=O)/N=C/c1c(NCc2ccccc2)nc2c(C)cccn2c1=O	i	5.3	3.5	6.5	-1.1	1163	31%	-1.4%	i	1	-2.6	1021	31	8	2.7	-0.076	0.81	-1.1
CC(=O)c1ccc(NC(=O)C(C)Nc2ccc(Cl)cc2)cc1 (stereo not drawn)	i	3.8	2.3	12	0.44	1027	1%	-0.4%	i	-1	-0.1	1091	-57	-15	-0.2	-0.22	-0.17	1.3
C/C(=N\NC(=O)c1nn(C)c(C)c1Br)c1ccc(NC(=O)c2ccoc2C)cc1	i	2.0	1.6	4.4	-0.07	1165	5%	-0.2%	i	6	1.2	915	-4	-9	-0.74	-0.27	-0.77	1.3
COc1ccc(C(=O)/C=C/C(=O)N(Cc2ccccc2)C(C(=O)NC2CCCCC2)c2ccncc2)c(O)c1 (stereo not drawn)	i	2.4	4.8	11	-0.21	1195	u	-1.5%	i	-31	-1.2	922	-2	-11	-0.32	-0.31	-0.38	0.03
